NIH3T3 tox – kills NIH 3T3 cells | NIH 3T3 viability, CellTiter-Glo ATP luminescence, 48-72 h | Potency, µM (highest dose often 96.7 µM), for inactives: at the highest dose activity change, negative = cytotoxicity, hits mostly inhibitors | 94,000 compounds, 4.3% hits | AID 1345082; note: potency is the fitted concentration of half-maximal effect; nearly all actives have a fitted effect of over 55% in size
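Cytotoxicity is measured as loss of cellular ATP: NIH 3T3 cells (400/well) are exposed to compound for 48 or 72 hr at 37 °C, then CellTiter-Glo luminescence is imaged after 10 min at room temperature.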
GPT2 inh – GPT2 alanine aminotransferase inhibition | Recombinant GPT2, coupled pyruvate oxidase/HRP Amplex Red fluorescence | 100,000 compounds, 0.25% hits | Potency, µM (doses to about 57.7 µM), for the others: at the highest dose activity change, negative = inhibition, most hits filed as inhibitors | Q8TD30 | AID 1671188; note: potency is the fitted concentration of half-maximal effect; nearly all actives have a fitted effect of over 60% in size; many of its hits are not listed in these tables
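Recombinant GPT2 (10ng/uL) with 250uM a-KG and 2mM L-alanine, 30 min at room temperature, in HEPES pH 7.5 buffer. Pyruvate detected by pyruvate oxidase/HRP/Amplex Red fluorescence after 30 min in the dark; AOA (50uM) as positive control.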
SNCA expr inh – inhibitors of alpha-synuclein (SNCA) gene expression | HEK-293 SNCA-luciferase knock-in, luminescence, 24 h | 140,000 compounds, 0.17% hits | AID 1671194 | Potency, µM (highest dose often 57.2 µM), for inactives: at the top dose activity change, negative = inhibition, actives largely listed as inhibitors;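 note: potency is the fitted concentration of half-maximal effect; plate controls were DMSO cells for no effect and cell-free wells for full effect; nearly all actives have a fitted effect of over 45% in size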
IP6K1 inhibitor – inhibitors of human IP6K1; Q92551; IP6K1 kinase, ADP-Glo luminescence, 2 h; stronger effect = lower value; activity change, % (series mostly up to about 58 µM); 140,000 compounds, 0.81% hits; in the data active = activity change below about -25%
Target sequence (Q92551 whole entry, looked up): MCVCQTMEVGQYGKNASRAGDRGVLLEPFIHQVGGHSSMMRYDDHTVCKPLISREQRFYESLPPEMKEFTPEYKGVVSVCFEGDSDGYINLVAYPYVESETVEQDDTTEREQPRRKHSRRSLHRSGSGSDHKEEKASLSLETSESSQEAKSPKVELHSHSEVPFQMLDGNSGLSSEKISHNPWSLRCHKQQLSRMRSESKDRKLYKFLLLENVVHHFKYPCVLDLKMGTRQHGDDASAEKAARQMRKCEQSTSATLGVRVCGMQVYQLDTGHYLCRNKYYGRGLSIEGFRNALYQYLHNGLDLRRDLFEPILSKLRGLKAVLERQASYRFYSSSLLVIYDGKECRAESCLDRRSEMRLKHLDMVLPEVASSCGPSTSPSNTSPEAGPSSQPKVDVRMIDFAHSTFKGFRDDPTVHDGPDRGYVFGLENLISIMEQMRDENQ
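ADP-Glo luminescence measures ADP made by human IP6K1 during a 2 h RT reaction with ATP/IP6 (mix at 1.3 mM/130 uM); top library doses 57.5 and 19.1 uM final.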
FLuc inh – blocks purified firefly luciferase enzyme activity. purified P. pyralis luciferase, luminescence, biochemical. P08659. 76,000 compounds, 2.5% hits. AID 1347043. Potency, µM (doses to about 115 µM), without a hit: at the top dose activity change, negative = inhibition, usual class: inhibitors; note: potency is the fitted concentration of half-maximal effect; nearly all actives have a fitted effect of over 65% in size
Target sequence (P08659 whole entry, looked up): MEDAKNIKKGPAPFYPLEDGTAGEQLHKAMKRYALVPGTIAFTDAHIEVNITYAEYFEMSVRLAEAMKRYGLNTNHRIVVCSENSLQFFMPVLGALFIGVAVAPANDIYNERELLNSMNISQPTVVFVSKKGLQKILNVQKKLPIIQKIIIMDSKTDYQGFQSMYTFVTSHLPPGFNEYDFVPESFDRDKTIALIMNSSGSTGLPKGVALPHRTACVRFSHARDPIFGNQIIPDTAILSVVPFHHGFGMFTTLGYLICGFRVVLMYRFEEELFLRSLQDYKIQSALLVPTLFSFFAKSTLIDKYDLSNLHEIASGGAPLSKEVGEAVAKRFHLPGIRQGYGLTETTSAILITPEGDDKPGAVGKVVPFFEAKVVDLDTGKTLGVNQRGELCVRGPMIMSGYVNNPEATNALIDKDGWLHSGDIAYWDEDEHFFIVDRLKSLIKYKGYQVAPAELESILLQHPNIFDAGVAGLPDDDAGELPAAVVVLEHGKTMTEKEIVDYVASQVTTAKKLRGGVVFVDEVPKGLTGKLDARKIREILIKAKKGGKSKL
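Purified P. pyralis luciferase (10nM final) in 50mM Tris acetate pH 7.5, 10mM Mg acetate, 0.01% Tween-20, 0.05% BSA with 10uM D-luciferin and 10uM ATP. Compounds titrated qHTS. Luminescence imaged on CCD.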
HEK293 tox – cytotoxic compounds in HEK 293 cells; 94,000 compounds, 6.6% hits; HEK 293 viability, ATP luminescence (CellTiter-Glo), 48-72 h; AID 1345083; Potency, µM (highest dose often 115 µM), without a hit: at the highest dose activity change, negative = cytotoxicity, usual class: inhibitors; note: potency is the fitted concentration of half-maximal effect; nearly all actives have a fitted effect of over 60% in size
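Viability of HEK 293 cells, plated at 250 cells/well, was judged by cellular ATP after compound treatment for 48 or 72 hr. Luminescence was imaged 10 min after CellTiter-Glo addition at room temperature.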
HEK293 viab – cell viability loss counter-screen; 150,000 compounds, 0.12% hits; Potency, µM (series often up to 57.1 µM), for inactives: at the highest dose activity change, negative = cytotoxicity, most hits filed as cytotoxic; HEK-293-SNCA-luc viability, GF-AFC fluorescence, 24 h; AID 1671193;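 note: potency is the fitted concentration of half-maximal effect; 0% = DMSO-treated cells and -100% = medium-only wells without cells; nearly all actives have a fitted effect of over 30% in size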
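Cytotoxicity counterscreen: after 24 h compound treatment of genome-edited SNCA-luciferase HEK-293 cells, live-cell protease substrate GF-AFC read by fluorescence after 30 min; activity scaled between DMSO (0%) and medium-only (-100%), curves Hill-fitted.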
Active calls of the source: *; i = inactive; ? = inconclusive; . = not tested or not shown; [ ] = dose if it differs, or a comment. Unless noted, calls come from the whole dose curve; as a rule, active = well fitted curve in the direction sought with a large enough effect; inconclusive = small, poorly fitted or top-dose-only effect, or another doubt; inactive = no such curve, though single readings can be large; an effect the other way counts as inactive or inconclusive. Unless noted, % is set by controls: 0 for no effect and ±100 for the full control effect. The list is partial; rates above refer to the full screens.

Screens in order: NIH3T3 tox, GPT2 inh, SNCA expr inh, IP6K1 inhibitor, FLuc inh, HEK293 tox, HEK293 viab
(1) COc1ccc(C(=O)N2CCC[C@H]2c2nc(-c3ccccc3Cl)no2)cc1F
 : ?, i, 106%[activator], 8, -21%, ?, -18%
(2) CC1(c2ccccc2)N(Cc2ccccc2F)C(=O)OC12CCN(C(=O)c1cnccn1)CC2 (stereo not given)
 : ?, -12%, 12%, -17, 1%, -3%, 10%
(3) O=C(NC1CCCCC1)C1CC(=O)N(c2n[nH]c3cccc(F)c23)C1 (stereo not given)
 : 4%, 2%, 4%, -4, -4%, -6%, -8%
(4) COc1ccc(Cl)cc1-c1ccc2c(c1)C(=O)N1CCN(C(=O)CN)C[C@H]1C(=O)N2
 : 100µM*, -17%[88.5 µM], -8%[87.6 µM], 26, -10%[172 µM], ?, -4%[87.6 µM]
(5) O=C(NC1CC1)[C@@H]1C[C@H](Oc2cccnc2)CN1C(=O)COc1ccccc1
 : -5%, i, 18%, 1, -10%, -14%, 4%
(6) COC(=O)c1ccc(NC(=O)CN(CCc2ccccc2)S(=O)(=O)c2ccc(OC)cc2)cc1
 : ., ., ?, -1, ., ., -11%
(7) Cc1noc(C)c1C1CCCN1C(=O)Cc1nc(-c2cccnc2)n[nH]1 (stereo not given)
 : -13%, i, -5%, 1, 1%, -11%, 16%
(8) Cc1ccc(CNC(=O)c2ccc(Cn3c(=O)c4ccccc4n(CC(=O)Nc4c(C)cc(C)cc4C)c3=O)cc2)cc1
 : ., ., 18%, -8, ., ., 2%
(9) COC1C(=O)N(c2cccc(F)c2)C12CCN(C(=O)c1cccc(C#N)c1)CC2 (stereo not given)
 : -21%, i, -3%, 23, 6%, ?, 1%
(10) O=C(Cc1cccc(Cl)c1)NCCNC(=O)c1cccc(-c2ccsc2)c1
 : -27%, i, 1%, -14, ., ?, 4%[12.5 µM]
(11) Cc1noc(C)c1-c1cc2c(c(-c3cccc(S(C)(=O)=O)c3)c1)C(=O)N(C)C2
 : ?, 4%[88.5 µM], 84%[activator][87.6 µM], 19, -6%[172 µM], -23%[172 µM], -7%[87.6 µM]
(12) COc1ccc([C@H]2CN(C(=O)C3CCN(C(=O)N(C)C)CC3)C[C@@H]2N)cc1
 : -15%, -27%, -11%, 16, -2%, -16%, 0%
(13) CCCNC(=O)C1COC2(CCN(C(=O)c3cccc(F)c3)CC2)N1C(=O)c1cccc(OC)c1 (stereo not given)
 : -20%, 4%, 0%, -12, -4%, 1%, 0%
(14) O=C(CCc1nnn2c1CN(C(=O)NC1CCCC1)CC2)N1CCOCC1
 : -11%, i, 8%, -5, -7%, -5%, 9%
(15) Cc1cccc(N2CCN(S(=O)(=O)c3c(C)nc4scc(C)n4c3=O)CC2C)c1 (stereo not given)
 : ., ., -2%, -7, ., ., -3%
(16) Cc1ccc(Cn2c(C(=O)O)c(CNCc3ccc(C)o3)c3ccc(C)cc32)cc1
 : ., ., -20%, -11, ., ., -22%
(17) c1cc(Cn2cncn2)cc(-n2ccnc2-c2cc3n(n2)CCCNC3)c1
 : 3%, -17%, 2%, -3, 4%, i, 0%
(18) COc1cccc(CN2C[C@@H](CO)[C@H](c3ccncc3)C2)c1OC
 : -19%, i, -11%, -4, -2%, 89µM*, -28%
(19) COC(=O)N1CCCC(c2nn(-c3ccc(F)cc3)c(=O)[nH]2)C1 (stereo not given)
 : ?, -7%[88.5 µM], -6%[87.6 µM], 14, 3%[172 µM], -3%[172 µM], -29%[87.6 µM]
(20) Cc1cccc(-c2nc(SCc3cc(=O)c4c(C)cc(C)cc4[nH]3)n[nH]2)c1
 : ., ., -14%, -12, ., ., -23%
(21) O=C(O)CCC(=O)N1CCC2(CC1)CC(c1cccnc1)=NO2
 : -8%, 0%, -4%, -10, ., 1%, -9%
(22) c1ccc(-c2noc(-c3cncnc3NCC3CCCCC3)n2)cc1
 : 2%, -3%, 31%[activator], -7, -3%, 1%, 3%
(23) COc1cccc(Nc2cc(C)nc3nc(-c4ccc(Cl)cc4)nn23)c1
 : ., ., 15%, 29, ., ., 1%
(24) CCOc1ccc(NS(=O)(=O)c2ccc3[nH]cc(C(=O)NC4CCCC4)c(=O)c3c2)cc1
 : ., ., -24%, -9, ., ., 0%
(25) COc1ccc(OC)c(CNC(=O)[C@H]2CCC[C@H]2NC(=O)c2cnc(C)cn2)c1
 : -8%, i, ?, 3, 0%, -14%, -12%
(26) O=C(c1ccco1)N1CCC(N2C(=O)C(O)C23CCCCC3)CC1 (stereo not given)
 : i, i, -2%, -7, -2%, -2%, 0%
(27) O=C1NCCCCCCN(C(=O)CC2CCCC2)[C@@H]2CCCC[C@H]12
 : -27%, i, 11%, -10, -9%, -14%, -6%
(28) CCn1c(=O)cc(SCC(=O)NCc2cccc(Cl)c2)c2ccccc21
 : ., ., -14%, -2, ., ., 0%
(29) CCSc1ncc(Cl)c(C(=O)Nc2c(C(=O)c3ccccc3)oc3ccccc23)n1
 : ., ., 17%, -1, ., ., 11%
(30) O=c1ccc(-c2cc(-c3cccc(N4CCOCC4)c3)cn3cncc23)c[nH]1
 : ?, i, -30%[87.6 µM], -21, -9%[172 µM], -16%[172 µM], -25%[87.6 µM]

Whole records from above.
Record of Cc1ccc(CNC(=O)c2ccc(Cn3c(=O)c4ccccc4n(CC(=O)Nc4c(C)cc(C)cc4C)c3=O)cc2)cc1 : NIH3T3 tox = .; GPT2 inh = .; SNCA expr inh = 18%; IP6K1 inhibitor = -8; FLuc inh = .; HEK293 tox = .; HEK293 viab = 2%
Record of COc1cccc(Nc2cc(C)nc3nc(-c4ccc(Cl)cc4)nn23)c1 : NIH3T3 tox = .; GPT2 inh = .; SNCA expr inh = 15%; IP6K1 inhibitor = 29; FLuc inh = .; HEK293 tox = .; HEK293 viab = 1%
Record of O=c1ccc(-c2cc(-c3cccc(N4CCOCC4)c3)cn3cncc23)c[nH]1 : NIH3T3 tox = ?; GPT2 inh = i; SNCA expr inh = -30%[87.6 µM]; IP6K1 inhibitor = -21; FLuc inh = -9%[172 µM]; HEK293 tox = -16%[172 µM]; HEK293 viab = -25%[87.6 µM]

Additional structures follow.
Screens in order: NIH3T3 tox, GPT2 inh, SNCA expr inh, IP6K1 inhibitor, FLuc inh, HEK293 tox, HEK293 viab
(31) COc1cccc(-c2cc(C(F)(F)F)n3nc(-c4ccc(C)cc4)cc3n2)c1
 : ., ., 5%, -16, ., ., 6%
(32) Cc1cc(C)n(CCC(=O)N2CCC3(CC2)CC(N(C)Cc2ccccc2)CCO3)n1 (stereo not given)
 : -20%, i, -14%, -12, 0%, -3%, 8%
(33) COc1ccc(C(=O)N2CCCN(c3cc(-c4ccc(F)cc4)[nH]n3)CC2)cc1OC
 : -24%, i, 16%, 9, 3%, ?, -6%
(34) Cc1ccccc1NC(=O)CCn1cnc2onc(-c3ccc(F)cc3)c2c1=O
 : ., ., -21%, 6, ., ., -19%
(35) Cc1cccc(C(C)C)c1NC(=O)C(NS(=O)(=O)c1cccc2nsnc12)c1ccccc1 (stereo not given)
 : ., ., 1%, 21, ., ., -13%
(36) CCn1cnnc1-c1nn(C)c2c1CN(C(=O)c1n[nH]c3c1CCCCCC3)CC2
 : -5%, i, 5%, 14, 10%, -6%, -2%
(37) CCCS(=O)(=O)c1nc(S(=O)(=O)c2ccc(C)cc2)c(NC(C)c2ccccc2)s1 (stereo not given)
 : ., ., 0%, -2, ., ., 13%
(38) Cc1ccc2nc(CO[C@H]3CN(CC(C)(C)C)C[C@H]3F)[nH]c2c1
 : -16%[138 µM], 0%[88.5 µM], 41%[activator][87.6 µM], 4, ?, -22%[172 µM], -7%[87.6 µM]
(39) COc1ccc2c(c1)CC(NC(=O)Nc1ccc(NC(C)=O)cc1)CO2 (stereo not given)
 : ., ., 19%, 18, ., ., 13%
(40) O=[S+]([O-])(NC1CCN(Cc2cccc(-c3ccc(F)c(F)c3)c2)CC1)c1cccs1
 : ?, ., ., 10, ., 35µM*, .
(41) COc1ccc(CNS(=O)(=O)c2ccc(C(=O)N(C)C)s2)cc1
 : ., ., 28%, -1, ., ., 11%
(42) c1ccc(NCCN2CCCC2)cc1
 : i, i, -14%[87.6 µM], -6, ., i, 5%[87.6 µM]
(43) COc1cccc(-c2c(C(=O)NCCN3CCOCC3)nc3sccn23)c1
 : ?, 2%, 2%, -2, ., -9%, -1%
(44) O=C(NCc1ccco1)N1CCC(OC2CCN(Cc3ccccc3)CC2)CC1
 : -29%, -13%, -11%, 2, 12%, -23%, -3%
(45) Cc1c(C)c2c(cc(C)c3c(-c4ccccc4)coc32)oc1=O
 : ., ., -9%, 10, ., ., 0%
(46) COc1ccc(-c2noc(-c3cccn3CC(=O)Nc3cc(C)c(Cl)cc3OC)n2)cc1F
 : -8%, i, 5%, 32, 11%, 10%, 11%
(47) C[C@]1(OC(=O)/C=C/c2ccccc2)C[C@H](O)[C@]2(O)C=CO[C@@H](O[C@@H]3O[C@H](CO)[C@@H](O)[C@H](O)[C@H]3O)C12 (stereo not given in full)
 : ., 0%[27.3 µM], ., 7, ., ., ?
(48) O=C(Nc1ccc2nc(SCC(=O)N3CCCC3)sc2c1)c1ccc(Br)cc1
 : ., ., -8%, -9, ., ., 13%
(49) c1ccc(Cn2cnnc2CC2CCNCC2)cc1
 : -3%, i, 24%, 17, 1%, i, -3%
(50) COCCN[C@@H]1C[C@@H]2c3[nH]c4ccccc4c3C[C@@H](C(=O)OC)N2[C@H](c2ccc(C(F)(F)F)cc2)C1
 : 45µM*, i, -5%, -7, 10%, 35µM*, -1%
(51) Cc1cc(=O)n(CC(=O)Nc2cccc(C)c2C)c(N2CCc3ccccc3C2)n1
 : ?, i, 23%, 5, 0%, ?, 0%
(52) COc1cccc(C(=O)N2CCN(C(=O)c3ccc(-c4ccc(OC)nn4)cc3)CC2)c1
 : -14%, ., ., -1, ., -4%, .
(53) COc1ccc(N2CCN(C3CCCN(Cc4cc(=O)[nH]c(=O)[nH]4)C3)CC2)cc1 (stereo not given)
 : -3%, ?, 6%, -20, -3%, 2%, -1%
(54) CCOC(=O)C1(Cc2ccc(F)cc2)CCCN(C(=O)c2ccc(N(C)C)cc2)C1 (stereo not given)
 : ?, -9%, -1%, -4, -15%, ?, -6%
(55) Cc1ccccc1C(=O)Nc1nnc(S(=O)(=O)N(C)Cc2ccccc2)s1
 : ., ., 9%, -4, ., ., -4%
(56) Cc1ccc(C)c(N2CCN(C(=O)C3CCC(CNS(=O)(=O)c4cccs4)CC3)CC2)c1 (stereo not given)
 : ., ., ?, 6, ., ., -1%
(57) Cc1ccc(C)c(S(=O)(=O)N2c3ccccc3CC2c2nc(C(C)C)no2)c1 (stereo not given)
 : ?, i, -23%, 5, ., 14µM*, ?
